# Assay outcomes deposited in PubChem BioAssay by several laboratories.
# P. falciparum M1AAP: P. falciparum M1AAP inhibitors, biochemical, fluorogenic H-Leu-NHMec substrate, 1536-well (AID 1445) | Aminopeptidase N (Plasmodium falciparum (isolate 3D7)) | recombinant M1AAP, H-Leu-NHMec fluorogenic kinetic assay; higher % means a stronger effect | inhibition, % at 30 µM; hits with a dose series show IC50 in µM | 0.42% of 220,000 active;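 active = primary inhibition above the hit cutoff, then over 50% inhibition at one or more dose response concentrations, cut at about 23% in these data, passing the limit was not always enough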;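 also: plate controls were DMSO full reaction for no effect and no enzyme background for full effect; strong numbers were not always called active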
# PMI inhibitors: inhibitors of human PMI, primary screen, biochemical, fluorescence intensity, coupled assay (AID 1209) | purified PMI enzyme, coupled fluorescence intensity; higher % means a stronger effect | one-dose inhibition, % at 20 µM; IC50 in µM for titrated hits | 0.42% of 190,000 active;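 also: plate controls were DMSO vehicle for no effect and wells lacking substrate for full effect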
# LYP phosphatase: inhibitors of LYP phosphatase, biochemical, fluorescence intensity, uHTS (AID 1779) | Tyrosine-protein phosphatase non-receptor type 22 (Homo sapiens) | one-dose inhibition, % at 11.5 µM; IC50 in µM for titrated hits | recombinant LYP phosphatase, fluorescence intensity; higher % means a stronger effect | 0.054% of 290,000 active;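 also: plate controls were vehicle with enzyme for no effect and no enzyme for full effect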
# Myeloid diff 2: induction of myeloid progenitor differentiation, primary screen, cell-based, flow cytometry, MLPCN library; calls only at 10 µM; ER-HoxA9 myeloid progenitors, lysozyme-GFP differentiation; 1% of 360,000 active;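 active = normalized GFP-positive differentiation at or above the plate's own cutoff, the solvent-only control mean plus 3 SD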;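 also: cells exposed to compound for four days before flow analysis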
# XIAP antagonists: XIAP antagonists, biochemical, IAP family, fluorescence polarization (AID 1018) | 0.007% of 200,000 active | displacement, % at 20 µM, or IC50 in µM where a hit was titrated | XIAP BIR domain, fluorescence polarization peptide displacement; higher % means a stronger effect; in the data active = displacement above about 50%; also: a part of the inactive calls stands beside numbers as strong as those of hits
# human PMI inhibitors: human PMI inhibitors, high substrate, primary screen, biochemical, fluorescence intensity, high mannose 6-phosphate (AID 1220); Mannose-6-phosphate isomerase (Homo sapiens); recombinant PMI enzyme, coupled fluorescence intensity; higher % means a stronger effect; inhibition, % at 20 µM; hits with a dose series show IC50 in µM; 0.66% of 190,000 active
# P. falciparum M17LAP: P. falciparum M17LAP inhibitors, primary screen, biochemical, fluorogenic H-Leu-NHMec substrate, 1536-well (AID 1619). inhibition, % at 30 µM; hits with a dose series show IC50 in µM. recombinant M17LAP, H-Leu-NHMec fluorogenic kinetic assay; higher % means a stronger effect. Leucine aminopeptidase (Plasmodium falciparum (isolate 3D7)). 0.38% of 220,000 active;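 active = compound inhibiting the enzyme by more than half at any dose during confirmatory dose-response retesting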;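 also: plate controls were full reaction with DMSO carrier for no effect and no enzyme background for full effect; strong numbers were not always called active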
# TNAP activation fold: human TNAP enzyme activators, primary screen, biochemical, luminescent, no phosphate acceptor, uHTS (AID 1001); 0.03% of 200,000 active; one-dose activation fold at 20 µM; EC50 in µM for titrated hits; purified TNAP, luminescent activation assay, no phosphate acceptor; higher activation fold means a stronger effect; Alkaline phosphatase, tissue-nonspecific isozyme (Homo sapiens); in the data active = activation fold from about 3, or a potency from the dose series; inactive = the rest, 99 in 100 with activation fold below about 1.6; also: many of its hits are not listed in these tables
# ER stress rescue: rescue of cells from ER stress-induced death, primary screen, 384-well, CSM14.1, thapsigargin, ATP luminescence (AID 1222); 190,000 tested, under 10 active; CSM14.1 thapsigargin-induced death rescue, ATP luminescence; higher % means a stronger effect; cellular ATP content (survival), % at 20 µM, or EC50 in µM where a hit was titrated;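 active = EC50 below 50 µM in the dose-response confirmation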;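 also: death triggered by thapsigargin at about 15 µM added after 2 h compound pretreatment; cell ATP read after overnight thapsigargin exposure of roughly 18 to 22 hours; normalized against plate controls of thapsigargin alone and 5% DMSO vehicle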
# Myeloid diff 2 GFP+ MAC1+ %: second read-out of Myeloid diff 2, no call of its own (marks repeat the call); GFP+ MAC1+ double positive, %; measured here: differentiation confirmed by MAC1 staining
# The depositor's hits bear a star; i = inactive; / = no result given. Rule as the data show it, unless noted: active = inhibition above about 50%; inactive = the rest.
cpd	Compound	P. falciparum M1AAP	PMI inhibitors	LYP phosphatase	Myeloid diff 2	Myeloid diff 2 GFP+ MAC1+ %
1	CC(CC(=O)O)CC(=O)Nc1ccc(Br)cc1 (stereo not drawn)	-4%	/	-6%	i	0.1
2	CSCCC(NC(=O)c1cc(C)oc1C)C(=O)O (stereo not drawn)	-2%	-16%	0%	i	1.9
3	COc1cccc(CNc2ncc(Br)cc2Br)c1O	3%	10%	-1%	i	0.7
4	COc1ccc(C2CCCN2C(=S)Nc2ccc(C)cc2Cl)cc1OC (stereo not drawn)	1%	6%	-9%	i	0.2
5	S=C(NCCCN1CCOCC1)N1CCOCC1	11%	/	-4%	i	0.7
6	O=[N+]([O-])c1ccc(Oc2ccc(C(F)(F)F)cn2)cc1	-2%	18%	-3%	i	0.6
7	O=[N+]([O-])c1ccc(N2CCCC2)cc1NC1CC1	4%	11%	0%	i	0.7
8	Cc1cc2cc(CNC(=S)NCc3ccccc3)ccc2n1C	22%	12%	0%	i	0.4
9	CCOc1cc2c(cc1OCC)C(c1ccccc1)N(c1ccccc1)C(=O)C2 (stereo not drawn)	1%	9%	-3%	i	0.7
10	O=C(NC1CCCCC1)C1CCN(S(=O)(=O)c2cccc3nsnc23)CC1	7%	12%	-9%	i	5.8

cpd	XIAP antagonists	human PMI inhibitors	P. falciparum M17LAP	TNAP activation fold	ER stress rescue
1	/	/	-3%	/	/
2	-2.0%	-25%	6%	1.1	0.7%
3	-21%	5%	8%	1	-2.6%
4	-10%	2%	4%	1	2.4%
5	/	/	2%	/	/
6	-3.0%	14%	-7%	1	-1.3%
7	-5.1%	26%	-2%	0.8	-0.2%
8	0.0%	11%	31%	1.2	0.1%
9	-6.0%	9%	-12%	1.1	-3.6%
10	-2.9%	10%	5%	1.1	-0.9%

# (more compounds)
cpd	Compound	P. falciparum M1AAP	PMI inhibitors	LYP phosphatase	Myeloid diff 2	Myeloid diff 2 GFP+ MAC1+ %
11	O=C(CSc1nnc(-c2ccc(F)cc2)o1)Nc1ccc(S(=O)(=O)N2CCCC2)cc1	6%	-6%	-3%	i	0.9
12	Cc1sc(-n2c(C)cc(/C=C3\SC(=S)NC3=O)c2C)c(C#N)c1C	29%	-3%	2%	i	2.1
13	O=C(CSc1ccccn1)Nc1ccc(Cl)c([N+](=O)[O-])c1	12%	-7%	-4%	i	0.7
14	Cc1ccc(-c2csc3ncnc(OCC(=O)NC(=O)NCc4ccco4)c23)cc1	5%	-3%	-2%	i	9.8
15	O=c1c2ccccc2nc(/C=C/c2cccc([N+](=O)[O-])c2)n1CCO	11%	4%	-4%	i	0.5
16	Cc1ccc(C)c(S(=O)(=O)N/N=C/c2ccc(F)cc2)c1	5%	-39%	-2%	i	0.1
17	O=C(NC1CCCC1)c1cc2c(ccc3ccccc32)o1	2%	8%	-6%	i	0.6
18	O=C(NCC1CCN(c2ccc(S(=O)(=O)N3CCOCC3)cc2)CC1)c1cccc(Cl)c1	9%	9%	-2%	i	6.3
19	CCOC(=O)N1CCN(C(=S)NC(=O)c2c(-c3c(Cl)cccc3Cl)noc2C)CC1	-8%	1%	-7%	i	0.3
20	COC(=O)N/N=C\c1c(C)nn(-c2ccccc2)c1Cl	6%	4%	-2%	i	1.0

cpd	XIAP antagonists	human PMI inhibitors	P. falciparum M17LAP	TNAP activation fold	ER stress rescue
11	-1.8%	-6%	-8%	1.3	2.0%
12	0.1%	-7%	-22%	0.8	-1.5%
13	-5.0%	0%	0%	1.1	/
14	-4.6%	4%	1%	1.1	-0.8%
15	-2.8%	2%	3%	1	-0.2%
16	-10%	-42%	8%	1	-0.4%
17	-0.3%	8%	-3%	1.1	-0.4%
18	-19%	7%	1%	1	0.3%
19	-8.8%	-2%	-3%	1.1	0.7%
20	-3.9%	-4%	7%	0.9	4.0%

# Rewritten bar-delimited: entries from further up
cpd | Compound | P. falciparum M1AAP | PMI inhibitors | LYP phosphatase | Myeloid diff 2 | Myeloid diff 2 GFP+ MAC1+ % | XIAP antagonists | human PMI inhibitors | P. falciparum M17LAP | TNAP activation fold | ER stress rescue
6 | O=[N+]([O-])c1ccc(Oc2ccc(C(F)(F)F)cn2)cc1 | -2% | 18% | -3% | i | 0.6 | -3.0% | 14% | -7% | 1 | -1.3%
11 | O=C(CSc1nnc(-c2ccc(F)cc2)o1)Nc1ccc(S(=O)(=O)N2CCCC2)cc1 | 6% | -6% | -3% | i | 0.9 | -1.8% | -6% | -8% | 1.3 | 2.0%
12 | Cc1sc(-n2c(C)cc(/C=C3\SC(=S)NC3=O)c2C)c(C#N)c1C | 29% | -3% | 2% | i | 2.1 | 0.1% | -7% | -22% | 0.8 | -1.5%
15 | O=c1c2ccccc2nc(/C=C/c2cccc([N+](=O)[O-])c2)n1CCO | 11% | 4% | -4% | i | 0.5 | -2.8% | 2% | 3% | 1 | -0.2%

# (next part)
cpd	Compound	P. falciparum M1AAP	PMI inhibitors	LYP phosphatase	Myeloid diff 2	Myeloid diff 2 GFP+ MAC1+ %
21	O=C(N/N=C/c1ccccc1OC(F)F)NC1CCCCC1	9%	/	-4%	i	0.6
22	COc1ccc(OC)c(C2CC(=O)Nc3c2c(=O)[nH]c2ncnn32)c1 (stereo not drawn)	0%	-8%	3%	i	0.7
23	COc1ccccc1NC(=O)C(=O)N/N=C(\C)CC(=O)Nc1ccc(OCc2ccccc2)cc1	1%	-15%	7%	i	1.4
24	Cc1[nH]n(-c2ccccc2)c(=O)c1N=Nc1ccc2c(c1)OCO2	0%	-11%	-6%	i	0.6
25	CCOC(=O)C1CCN(C(c2cc3ccc(C)c(C)c3[nH]c2=O)c2nnnn2C2CCCCC2)CC1 (stereo not drawn)	8%	-46%	-8%	i	2.5
26	O=C(COc1cccc2ccccc12)NNC(=O)C1CCCO1 (stereo not drawn)	2%	6%	-2%	i	5.8
27	CC(C)NC(=O)CCn1c(=S)oc2ccccc21	-4%	-3%	-3%	i	0.3
28	CC(C)C(=O)N1C2CCC1CC(O)(c1ccc(F)cc1)C2 (stereo not drawn)	4%	3%	4%	i	0.5
29	COc1cccc(-n2c(SCC(=O)NCc3cccs3)nc3ccccc3c2=O)c1	7%	-4%	-4%	i	0.0
30	Cc1csc(NC(=O)CSc2nnc(CCNC(=O)c3cccs3)n2C)n1	-6%	-16%	-9%	i	2.3

cpd	XIAP antagonists	human PMI inhibitors	P. falciparum M17LAP	TNAP activation fold	ER stress rescue
21	/	/	10%	/	/
22	-5.9%	-6%	-7%	1	0.4%
23	-3.0%	-11%	8%	1.1	-1.0%
24	-6.9%	7%	8%	0.9	-0.6%
25	-5.2%	-77%	-9%	1.2	6.5%
26	-21%	8%	4%	1.3	-0.3%
27	-1.0%	6%	8%	1.2	-2.1%
28	-5.2%	8%	-1%	1.1	-1.1%
29	-8.8%	-10%	-5%	1.1	-2.2%
30	-7.1%	-11%	10%	1	-0.1%

# Additional structures.
cpd	Compound	P. falciparum M1AAP	PMI inhibitors	LYP phosphatase	Myeloid diff 2	Myeloid diff 2 GFP+ MAC1+ %
31	Cc1ccc(S(=O)(=O)N(C)Cc2nc(-c3ccncc3)no2)cc1	1%	4%	0%	i	0.6
32	CCC(C)NCCOCCOc1ccccc1-c1ccccc1 (stereo not drawn)	-2%	-3%	-6%	i	0.9
33	CC(C)(CO)NCc1ccccc1OCC(=O)Nc1ccccc1	3%	-3%	-9%	i	11
34	CCOC(=O)c1c(-c2ccc(C)cc2)csc1NC(=O)CCSc1nnc2ccccn12	1%	20%	-3%	i	0.6
35	CCCC(=O)Nc1ccc(C(=O)NNC(=S)NC(=O)c2ccc(Br)o2)cc1	-3%	-10%	-4%	i	0.2
36	CC(Cc1cccs1)NC(=S)Nc1ccc(Cl)c(Cl)c1 (stereo not drawn)	-4%	-1%	3%	i	1.0
37	Cc1cc(C)c(S(=O)(=O)N2CCC(C(=O)NCc3ccc(Cl)cc3Cl)CC2)c(C)c1	6%	11%	6%	i	2.4
38	O=C(NCc1n[nH]c(=S)n1-c1ccc(Cl)c(Cl)c1)c1cccs1	8%	9%	-4%	i	0.1
39	CCCCN(C)C(=O)c1cn(CC)c2nc(C)ccc2c1=O	5%	9%	0%	i	6.1
40	O=C(Nc1ccccc1)C1=C[C@H](c2ccc3c(c2)OCO3)C[C@H](OCc2ccc(CO)cc2)O1	-2%	15%	-2%	i	1.7

cpd	XIAP antagonists	human PMI inhibitors	P. falciparum M17LAP	TNAP activation fold	ER stress rescue
31	-5.0%	5%	-1%	1.1	-1.4%
32	-0.2%	-4%	22%	1.1	-1.0%
33	-1.0%	-8%	-4%	1	-1.7%
34	-10%	4%	16%	1	1.4%
35	0.8%	-20%	-1%	2.5	4.6%
36	4.3%	7%	10%	1	8.2%
37	-5.8%	5%	18%	1.4	0.6%
38	-1.3%	11%	16%	0.9	-1.3%
39	-7.2%	7%	13%	1.1	-0.6%
40	-0.2%	16%	1%	1	4.7%

# The list continues.
cpd	Compound	P. falciparum M1AAP	PMI inhibitors	LYP phosphatase	Myeloid diff 2	Myeloid diff 2 GFP+ MAC1+ %
41	Cc1c(C(=O)Nc2ccc(F)cc2)oc2ccc(S(=O)(=O)N3CC(C)CC(C)C3)cc12 (stereo not drawn)	6%	-4%	8%	i	1.4
42	COC(=O)c1ccccc1NC(=O)C1CCCC1	-6%	1%	-10%	i	0.9
43	CC1(C)CC(=O)C(C=NC2CCCCC2)=C(O)C1	6%	-2%	-2%	i	0.8
44	COCC(=O)Nc1ccc(S(=O)(=O)Nc2ncccn2)cc1	-2%	-6%	-10%	/	/
45	CC(C)(C)NC(=S)NCc1cccnc1	4%	-4%	-4%	i	1.8
46	Cc1ncc(CN2CCC(CO)(CCc3ccccc3)CC2)s1	6%	5%	-1%	i	0.3
47	O=C(Nc1cccnc1)Nc1ccc(F)c(Cl)c1	8%	18%	0%	i	4.3
48	NS(=O)(=O)c1ccc(CCNC(=O)CCCn2c(=O)[nH]c3ccc(Br)cc3c2=O)cc1	3%	-3%	-4%	i	0.1
49	COC(=O)c1scc(C)c1NC(=O)C1CCCCC1	6%	-6%	-7%	i	1.4
50	CCCC(=O)Nc1ccc2nc(SCC(=O)Nc3ccc(N4CCOCC4)c(Cl)c3)sc2c1	7%	2%	0%	i	0.6
51	N#Cc1ccc(NC(=O)N2CCC(c3nc4c(nnn4Cc4cccc(Cl)c4)c(=O)[nH]3)CC2)cc1	2%	6%	-1%	i	3.1

cpd	XIAP antagonists	human PMI inhibitors	P. falciparum M17LAP	TNAP activation fold	ER stress rescue
41	-21%	2%	5%	1	-2.5%
42	-5.8%	-5%	4%	1.1	-0.7%
43	-4.4%	4%	-3%	1.1	-0.6%
44	0.9%	-6%	4%	1.1	-1.1%
45	-1.7%	-12%	-10%	1.1	-0.2%
46	-6.8%	16%	-1%	1.1	0.3%
47	-2.3%	19%	12%	1.1	-1.3%
48	-2.8%	-3%	-2%	1.1	-1.1%
49	-3.6%	-2%	1%	1.1	-0.4%
50	-4.8%	-6%	-10%	1	-2.8%
51	-4.5%	2%	-9%	1.1	-1.1%
